# Bioassay records (PubChem)
# BH1578 lux ind: inducers of Vibrio cholerae quorum light production without autoinducers, primary screen, BH1578 luxS cqsA deficient, single point. V. cholerae BH1578 lux reporter, luminescence, 6 h. activation, % at 18.7 µM. 0.16% of 350,000 active. AID 588436, 2011; in the data active = activation mostly above about 9.7%, no sharp cut-off; note: not every result past the cut was called active; inactives centre near 0; reference of the scale not given here
# TcdB inh: TcdB glycohydrolase inhibitors, primary screen, biochemical, single point, plate reader. Toxin B (Clostridioides difficile), P18177. TcdB glycohydrolase enzymatic assay. inhibition, % at 9.99 µM. 0.24% of 350,000 active. AID 652162, 2013; in the data active = inhibition above about 10%
# Anthrax LF inh2: Bacillus anthracis LF protease inhibitors, primary screen, biochemical, multiplex microsphere, MLPCN library; inhibition, % at 10 µM; AID 588501, 2011; 0.12% of 360,000 active; Lethal factor (Bacillus anthracis), P15917; multiplex microsphere protease cleavage assay; in the data active = inhibition above about 30%; note: plate controls were buffer without enzyme for full effect and enzyme alone for no effect
# VHR inh abs: VHR1 phosphatase inhibitors, primary screen, biochemical, absorbance, uHTS. Dual specificity protein phosphatase 3 (Homo sapiens), P51452. recombinant VHR phosphatase, pNPP absorbance. inhibition, % at 13.3 µM. 0.52% of 290,000 active. AID 1654, 2009; in the data active = inhibition above about 50%; note: some compounds called inactive have numbers as strong as hits
# Target sequence (P51452 whole entry, looked up): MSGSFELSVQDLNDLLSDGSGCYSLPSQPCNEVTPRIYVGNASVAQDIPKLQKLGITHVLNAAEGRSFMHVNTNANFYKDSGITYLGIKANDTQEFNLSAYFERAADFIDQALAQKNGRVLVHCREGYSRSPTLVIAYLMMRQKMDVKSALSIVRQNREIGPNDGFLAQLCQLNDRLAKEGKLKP
# PfHsp40 yeast: rescue of yeast from PfHsp40 toxicity, primary screen, S. cerevisiae, ATP luminescence; S. cerevisiae expressing PfHsp40, growth rescue; growth rescue, % at 12.5 µM; 0.68% of 340,000 active; in the data active = growth rescue above about 28%, passing the limit was not always enough;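 note: yeast W303a lacking pdr1 and pdr3 grown in galactose medium; growth measured after three days at 30 °C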
# Rv3671c inh: Rv3671c serine protease inhibitors, primary screen, biochemical, fluorescence polarization, M. tuberculosis H37Rv. inhibition, % at 5.96 µM. AID 2606, 2010. 0.048% of 320,000 active; in the data active = inhibition above about 38%;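 note: extracellular domain of Rv3671c used as enzyme; 0% = enzyme with DMSO and 100% = no enzyme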
# Target sequence (P9WHR9 whole entry, looked up, the tested form may be a part): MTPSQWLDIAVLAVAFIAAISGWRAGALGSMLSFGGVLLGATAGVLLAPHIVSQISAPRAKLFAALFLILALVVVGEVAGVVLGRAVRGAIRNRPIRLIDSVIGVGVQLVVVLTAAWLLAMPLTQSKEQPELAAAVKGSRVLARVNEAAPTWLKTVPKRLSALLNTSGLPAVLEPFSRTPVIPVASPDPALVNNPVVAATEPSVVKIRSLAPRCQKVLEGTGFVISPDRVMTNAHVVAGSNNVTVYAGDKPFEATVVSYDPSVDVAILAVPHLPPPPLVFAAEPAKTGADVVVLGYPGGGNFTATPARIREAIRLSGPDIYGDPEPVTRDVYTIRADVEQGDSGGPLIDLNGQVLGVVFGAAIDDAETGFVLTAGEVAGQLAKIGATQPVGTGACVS
# 3CLpro inhibitor: SARS-CoV 3CLpro protease inhibitors, primary screen, biochemical, quenched FRET | 0.14% of 290,000 active | Replicase polyprotein 1ab (Severe acute respiratory syndrome coronavirus), P0C6X7 | recombinant SARS-CoV 3CLpro, quenched FRET peptide cleavage | inhibition, % at 6 µM | AID 1706, 2009; in the data active = inhibition above about 12%
# Yp Topo-I inh: Yersinia pestis topoisomerase I inhibitors, primary screen, biochemical, cleavage product accumulation, plate reader, single point. 0.064% of 360,000 active. DNA topoisomerase I (Yersinia pestis CO92). activity, % at 10 µM. Y. pestis Topo-I cleavage product accumulation; in the data active = activity above about 50%, passing the limit was not always enough; note: inactives centre near 2
# MazEF act: activators of E. coli MazEF toxin-antitoxin RNase, primary screen, biochemical, fluorescence, uHTS; 0.32% of 350,000 active; FAM/BHQ RNA-DNA oligo cleavage fluorescence, 5 h; activation, % at 20 µM; in the data active = activation above about 50%
# Target sequence (P0AE70 whole entry, looked up): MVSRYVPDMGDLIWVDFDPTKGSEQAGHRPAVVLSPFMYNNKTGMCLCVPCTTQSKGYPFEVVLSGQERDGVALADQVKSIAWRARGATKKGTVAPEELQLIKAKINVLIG
# SSB-PriA inh: inhibitors of Klebsiella pneumoniae PriA binding to SSB C-terminal tail, primary screen, biochemical, AlphaScreen; AlphaScreen SSBct-PriA binding, biotinylated peptide; inhibition, % at 33 µM; 0.6% of 430,000 active; AID 1272365, 2023; in the data active = inhibition mostly above about 37%, no sharp cut-off; inactive = mostly below about 20%;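 note: plate controls were negative control peptide for no effect and reference peptide for full effect; strong numbers were not always called active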
# * hit, by the source's call; i = inactive; . = no result given; & = joins results of further samples.
SMILES,BH1578 lux ind,TcdB inh,Anthrax LF inh2,VHR inh abs,PfHsp40 yeast,Rv3671c inh,3CLpro inhibitor,Yp Topo-I inh,MazEF act,SSB-PriA inh
O=C(Cn1nnc(-c2ccc(S(=O)(=O)N3CCCC3)cc2)n1)Nc1ccccc1-n1cccc1,-0.3,.,-6,17,-0.1,2,10,-3,10,10
O=C(Cn1ncc2c([nH]c3ccccc32)c1=O)NCCc1ccc(Cl)cc1,-0.6,2.3,1,-7,0.5,-23,6,3,-60,-12
CCn1c2ccccc2c2cc(NC(=O)COC(=O)c3cc(OC)c(OC)cc3OC)ccc21,i,1.7,1,17,0.8,-3,1,3,-22,14
Cc1cc(C)cc(NC(=O)N2CCCC2C(=O)NCc2ccco2)c1 (stereo not drawn),-0.4,.,-1,6,-0.9,2,1,-9,5,-9
COc1ccc2nc(NC(=O)c3cnccn3)sc2c1,0.9,.,-1,18,-0.3,-1,-2,8,11,-13
CC1(C(=O)NS(=O)(=O)c2ccc(Cl)cc2)CCN1C(=O)CCc1ccc(Cl)cc1Cl (stereo not drawn),-0.1,-1.8,-3,.,.,.,.,6,.,.
COc1ccc(-c2sc3ccc(N4CCOCC4)cc3c2C#Cc2ccsc2)cc1,i,-1.4,-4,.,1.2,-16,.,-2,-10,-2
CCOCCC(=O)Nc1ccc2c(c1)c(=O)n(C)n2CC=C(C)C,0.4,0.2,-1,.,.,.,.,2,.,.
CC1CC(=O)C(C2c3ccccc3CCN2C(=O)CCl)C(=O)C1 (stereo not drawn),-2.5,-0.2,1,8,0.6,1,3,1,3,-18
Cn1c(N)c(C(=O)COC(=O)c2cccnc2Cl)c(=O)n(C)c1=O,-0.3,1.5,-5,6,-1.5,5,0,3,0,-10
Cc1ccc2oc(C(=O)N(Cc3ccncc3)CC3CCCO3)c(C)c2c1 (stereo not drawn),i,0.1,-2,12,3.9,-2,-5,18,0,9
CC(=O)Nc1ccc(S(=O)(=O)Nc2nc3n(n2)C(c2ccccc2)CC(=O)N3)cc1 (stereo not drawn),-0.6,.,3,-13,-2.4,-8,0,-2,0,-6
Cc1ccc(NC(=O)c2cc3c(s2)CCCC3)cc1S(=O)(=O)Nc1ccccc1Cl,i,.,-2,3,0.8,-242,0,2,2,-5
COc1cc(OC)nc(Oc2ccccc2C(=O)Oc2ccc(C)cc2)n1,i,0.9,-4,41,0.3,0,3,32,-6,-35
CCNC(=O)C1(C)CCCN(C(=O)c2c(C)noc2C)C1 (stereo not drawn),0.2,1.5,-2,.,.,.,.,-1,.,.
CCOc1ccc(C(=O)Nc2ccc(S(=O)(=O)Nc3nccc(C)n3)cc2)cc1OCC,-0.5,0.6,-3,-11,2.0,-14,-4,6,-3,5
Cc1c(S(=O)(=O)Nc2ccc3c(c2)OCCO3)c(=O)n(C)c(=O)n1C,-0.9,0.9,-8,9,-1.1,4,-3,-1,-2,-5
O=C(CCc1nnc(-c2ccccc2)o1)NCc1cc(F)ccc1F,i,-0.9,2,18,-0.3,-6,-1,-10,4,-9
CN(C1CCCCC1)S(=O)(=O)c1ccc(S(=O)(=O)N2CCCC2)cc1,1.8,0.4,4,-16,-0.9,-2,-3,32,-8,-14
CNC(=O)c1ccc(Nc2nnc(-c3ccc(C)c(S(=O)(=O)NCC4CCCO4)c3)c3ccccc23)cc1 (stereo not drawn),-0.4,.,-1,4,0.9,-21,1,12,2,1
CC(C)(C)c1ccc(C(=O)Nc2ccc(Oc3cccnc3)nc2)cc1,i,1.7,10,32,4.8,-1,-3,8,4,-4
CCOc1ccc2c(c1)sc1nc(C(=O)OC)cc(=O)n12,i,.,.,.,-0.7,9,1,8,6,-5
N#Cc1c(N)nc2c(c1-c1ccc3c(c1)OCO3)CCc1ccccc1-2,-0.1,.,-1,11,0.0,2,4,31,-4,-17
CC(=O)c1ccc(NC(=O)CSc2ccc3nnc(-c4cccnc4)n3n2)cc1,2.2,1.0,-1,20,-0.8,5,0,-4,3,-2
NC(=O)COc1ccccc1C(=O)O,-1.7,1.2,0,-3,1.8,-5,0,-7,2,-5
CC(=O)c1ccc(OCc2cc(C(=O)NC(C)c3cnn(C)c3)no2)cc1 (stereo not drawn),i,-0.1,-4,27,1.0,-8,9,11,0,-5
O=C(Cc1c(F)cccc1Cl)NCC1CCCO1 (stereo not drawn),1.6,-0.2,2,1,0.0,8,1,2,7,-14
NC1=C(c2ccc([N+](=O)[O-])cc2)C(=O)CO1,-0.2,0.5,-3,11,-1.1,-7,-3,5,8,-4
CCOCC(=O)NCc1ccc2c(c1)cc(C)n2C,-0.3,0.7,-2,33,-1.3,1,-5,7,-18,1
CN1CCN(c2ccc(Cl)cc2NC(=O)c2cc(=O)[nH]c3ccccc23)CC1,-0.3,-0.3,.,.,-1.1,-3,.,-10,1,7
O=C(C1CCC(=O)N(C2CC2)C1)N1CCC(Oc2cccc(C(F)(F)F)c2)CC1 (stereo not drawn),-0.4,-0.6,2,2,-0.2,.,-2,4,7,-5
COc1ccccc1-c1nnc(SCC(=O)Nc2ccc(N3CCOCC3)cc2)n1N,i,3.4,-4,.,-2.1,1,.,-1,0,-2
CN1CCN(C(=O)c2cc3c(ccc4ccccc43)oc2=O)CC1,i,-0.6,3,12,-0.5,3,-5,-1,-2,6
O=C(Cn1cnc2c(cnn2-c2ccc(F)cc2)c1=O)OCc1ccccc1,i,.,1,-4,-0.4,-3,2,11,-10,-9
O=S(=O)(c1ccccc1)N(CC1CO1)c1ccccc1 (stereo not drawn),-0.2,0.8,-4,-13,-1.8,8,4,-13,2,4
Cc1cc(OCC(=O)NCC2CCC(C(=O)O)CC2)c2c(C)cc(=O)oc2c1 (stereo not drawn),-0.6,1.1,2,16,-0.1,-1,3,-7,6,-1
CN1CCCN(S(=O)(=O)c2ccccc2)CC1,i,1.3,0,21,-2.7,-6,4,10,6,-4
Clc1cnc2nc(SC/C=C/c3ccccc3)[nH]c2c1,i,0.0,-5,9,.,1,-3,-1,-14,-4
CCCCCCCCNC(=S)NCCN1CCCCC1,-0.2,1.0,-9,22,-0.9,.,1,11,-1,1
Cn1cc([N+](=O)[O-])c(C(=O)Nc2nc(-c3ccc(Cl)cc3)cs2)n1,-0.4,.,2,-14,12,-14,3,-11,10,23

# Ordered by molar mass (descending): some entries from above.
SMILES,BH1578 lux ind,TcdB inh,Anthrax LF inh2,VHR inh abs,PfHsp40 yeast,Rv3671c inh,3CLpro inhibitor,Yp Topo-I inh,MazEF act,SSB-PriA inh
COc1ccccc1-c1nnc(SCC(=O)Nc2ccc(N3CCOCC3)cc2)n1N,i,3.4,-4,.,-2.1,1,.,-1,0,-2
O=C(C1CCC(=O)N(C2CC2)C1)N1CCC(Oc2cccc(C(F)(F)F)c2)CC1 (stereo not drawn),-0.4,-0.6,2,2,-0.2,.,-2,4,7,-5
CC(=O)c1ccc(NC(=O)CSc2ccc3nnc(-c4cccnc4)n3n2)cc1,2.2,1.0,-1,20,-0.8,5,0,-4,3,-2
CN1CCN(c2ccc(Cl)cc2NC(=O)c2cc(=O)[nH]c3ccccc23)CC1,-0.3,-0.3,.,.,-1.1,-3,.,-10,1,7
Cc1cc(OCC(=O)NCC2CCC(C(=O)O)CC2)c2c(C)cc(=O)oc2c1 (stereo not drawn),-0.6,1.1,2,16,-0.1,-1,3,-7,6,-1
CC(=O)c1ccc(OCc2cc(C(=O)NC(C)c3cnn(C)c3)no2)cc1 (stereo not drawn),i,-0.1,-4,27,1.0,-8,9,11,0,-5
Cn1cc([N+](=O)[O-])c(C(=O)Nc2nc(-c3ccc(Cl)cc3)cs2)n1,-0.4,.,2,-14,12,-14,3,-11,10,23
CC(C)(C)c1ccc(C(=O)Nc2ccc(Oc3cccnc3)nc2)cc1,i,1.7,10,32,4.8,-1,-3,8,4,-4
N#Cc1c(N)nc2c(c1-c1ccc3c(c1)OCO3)CCc1ccccc1-2,-0.1,.,-1,11,0.0,2,4,31,-4,-17
CN1CCN(C(=O)c2cc3c(ccc4ccccc43)oc2=O)CC1,i,-0.6,3,12,-0.5,3,-5,-1,-2,6
CCOc1ccc2c(c1)sc1nc(C(=O)OC)cc(=O)n12,i,.,.,.,-0.7,9,1,8,6,-5
CCCCCCCCNC(=S)NCCN1CCCCC1,-0.2,1.0,-9,22,-0.9,.,1,11,-1,1
O=S(=O)(c1ccccc1)N(CC1CO1)c1ccccc1 (stereo not drawn),-0.2,0.8,-4,-13,-1.8,8,4,-13,2,4
CCOCC(=O)NCc1ccc2c(c1)cc(C)n2C,-0.3,0.7,-2,33,-1.3,1,-5,7,-18,1
CN1CCCN(S(=O)(=O)c2ccccc2)CC1,i,1.3,0,21,-2.7,-6,4,10,6,-4
NC1=C(c2ccc([N+](=O)[O-])cc2)C(=O)CO1,-0.2,0.5,-3,11,-1.1,-7,-3,5,8,-4

# The listing continues.
SMILES,BH1578 lux ind,TcdB inh,Anthrax LF inh2,VHR inh abs,PfHsp40 yeast,Rv3671c inh,3CLpro inhibitor,Yp Topo-I inh,MazEF act,SSB-PriA inh
COc1ccc(N2CCN(c3nc(Nc4ccc(C)c(F)c4)nc(N4CCCC4)n3)CC2)cc1,-0.6,1.4,-5,9,1.3,-1,1,-4,7,6
O=C(C1CCC1)N(CCc1ccccc1)Cc1nc2ccccc2c(=O)[nH]1,i,.,0,11,-0.4,0,2,19,-1,-11
COc1cc2c(cc1OC)CN(c1ccc(F)cc1[N+](=O)[O-])CC2,i,0.3,5,17,-1.6,-5,0,6,8,23
COc1ccc([C@@H]2CC=C(C(=O)O)[C@H](c3ccc(C)cc3)N2S(=O)(=O)c2ccc(C)cc2)cc1OC,i,1.1,-8,.,5.0,2,.,-1,-2,-2
CCc1nn(CCCC(=O)NCc2ccccc2Br)c(=O)c2cc3occc3n12,-12,2.0,2,0,1.3,3,1,-3,-2,-10
COc1ccc(NC(=O)CCN2C(=O)c3ccccc3C2=O)cc1,0.1,0.2,2,10,-0.3,-5,-6,2,3,3
COc1cc(-c2nc3cnccn3c2Nc2c(C)cccc2C)ccc1O,1.7,.,-2,-46,0.0,-7,-2,-5,4,-1
O[C@@H]1[C@@H](O)C=C2CCN3Cc4cc5c(cc4[C@H]1C23)OCO5 (stereo partly drawn),i,1.3,-4,.,0.8,11,.,1,1,-16
COCCn1c(SCC#N)nnc1-c1ccc([N+](=O)[O-])cc1,-0.7,1.0,-6,12,-0.1,0,2,-5,0,-12
Cc1onc(-c2ccccc2)c1C(=O)NCc1ccco1,-1.4,.,0,-2,0.5,-5,4,7,-5,-13
c1ccc(Cn2nnnc2C(c2cccs2)N2CCCCCC2)cc1 (stereo not drawn),-0.3,.,-3,27,1.2,0,0,8,3,-31
O=[N+]([O-])c1ccccc1S(=O)(=O)N1CCCC(C(F)(F)F)C1 (stereo not drawn),-0.4,3.2,.,21,-2.2,4,2,-3,1,0
Cc1ccccc1-n1c(Cn2c(=O)sc3ccccc32)nnc1SCC(=O)Nc1nccs1,i,0.4,-9,1,-0.5,3,-2,14,11,9&-10
Cc1cccc(NC(=O)c2cc(S(=O)(=O)c3ccccc3)ccc2Cl)c1,.,.,3,2,1.4,-13,5,-2,1,-17
CN1C(=O)CC(NNC(=O)c2ccc(Cl)cc2)C1=O (stereo not drawn),16,.,-3,11,1.1,2,0,5,-4,-16

# Only part of the results is shown; the hit share may differ from the screen's.
